Screens deposited in PubChem by National Center for Advancing Translational Sciences (NCATS).
AID inh = activation induced cytidine deaminase inhibition. AID deamination FRET fluorescence, UDG-coupled, 4 h. Potency, µM (doses to about 115 µM), for the others: at the highest dose activity change, negative = inhibition, most hits filed as inhibitors. hit rate 0.32% among 91,000; note: nearly all actives have a fitted effect of over 25% in size
Target sequence (Q9GZX7 whole entry, looked up): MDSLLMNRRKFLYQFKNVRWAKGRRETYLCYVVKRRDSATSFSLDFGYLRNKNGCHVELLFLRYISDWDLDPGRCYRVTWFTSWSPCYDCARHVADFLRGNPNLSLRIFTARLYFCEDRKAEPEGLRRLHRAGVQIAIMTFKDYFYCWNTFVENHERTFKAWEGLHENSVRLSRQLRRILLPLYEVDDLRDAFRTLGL
UDG counterscr = counter-screen for AID inhibitors: uracil-DNA glycosylase inhibition; Potency, µM (highest dose often 115 µM), for inactives: at the highest dose activity change, negative = inhibition, actives largely listed as inhibitors; FRET deamination/UDG coupled assay, UDG read, 4 h; hit rate 0.14% among 91,000; AID 1347430; note: nearly all actives have a fitted effect of over 65% in size
Active calls of the source: *; ? = inconclusive; & = joins results of further samples; [ ] = remark or other dose. Calls come from the whole dose curve; as a rule, active = well fitted curve in the direction sought with a large enough effect; inconclusive = small, poorly fitted or top-dose-only effect, or another doubt; inactive = no such curve, though single readings can be large; an effect the other way counts as inactive or inconclusive. % is set by controls: 0 for no effect and ±100 for the full control effect; potency is the fitted concentration of half-maximal effect. An excerpt; count on the stated rates, not on these rows.

The first 28 records, ahead of the listing:
SMILES	AID inh	UDG counterscr
O=C(COc1ccc2ccc(=O)oc2c1)Nc1ccc(F)c(F)c1F	-4%	-15%
COc1cc(NC(=O)c2cccc3c2C(=O)N(C2CCCCC2)C3)cc(OC)c1OC	?	-7%
Cc1ccccc1NS(=O)(=O)c1nnc(NC(=O)c2ccco2)s1	-20%	3%
Cc1ccccc1C(=O)NC1(C(F)(F)F)N=C(c2ccccc2)N(Cc2ccco2)C1=O (stereo not given)	7%	10%
CCc1c(C)sc(NC(=O)C(C)(C)C)c1C#N	8%	-1%
O=C(O)Cn1cc(C(C(=O)O)N2CCN(Cc3cccc(Cl)c3)CC2)c2ccc(F)cc21 (stereo not given)	-9%	-11%
CC(=O)c1ccc(OCC(=O)c2ccc3c(c2)OCO3)cc1	0%	-3%
CC(C)Cn1nc(C(=O)OCC(=O)NCC(F)(F)F)c2ccccc2c1=O	-2%	4%
COC(=O)c1ccc(/C=N/OCCOc2ccccc2Cl)cc1	-7%	-1%
O=S(=O)(c1ccc2nc(N3CCN(c4ccccc4F)CC3)ccc2c1)N1CCCCC1	4%	-7%[57.5 µM]
Cc1cccc(OCCN2CCC(CO)CC2)c1	2%	3%
O=C1CC(c2cccc(Cl)c2)c2cc(Br)c3ccccc3c2N1 (stereo not given)	4%	-8%
Cc1ccsc1/C=C(\C#N)C(=O)NC1CC1	8%	-3%
Cn1nc(C(=O)Nc2cc(-c3cccc(Cl)c3)no2)c2c1-c1ccccc1OC2	22%	-7%
COc1ccc(C)cc1NC(=O)C(=O)NCCc1csc2nc(-c3ccccc3F)nn12	17%	25%
Cc1ccc(-n2ncc3c(NCCCc4ccccc4)ncnc32)cc1	4%	19%
CCCCCn1cc2c(c1-c1ccc(Cl)cc1)c(=O)n(C)c(=O)n2C	-9%	-4%
CC1CCN(c2nc3ccc(C(=O)NC(C)C)cc3s2)CC1	-12%	-15%
COc1ccc(NC(=O)CSCc2cc(=O)c3cc(Cl)ccc3[nH]2)cc1	-5%	-3%[57.5 µM]
COc1cc(NC(=O)COc2coc(CN3CCSCC3)cc2=O)cc(OC)c1	1%	-2%
CC1=C(c2ccc(C)c(C)c2)S(=O)(=O)N=C1N1CCC(C(=O)NCc2ccc(N(C)C)cc2)CC1	20%	13%
O=C(COc1ccc(F)cc1)NC1CC(=O)N(c2ccc3c(c2)OCCO3)C1 (stereo not given)	23%	-9%
C[C@H](NC(=O)C(c1ccccc1)c1ccccc1)C(=O)O	6%	1%
O=C1C2C3c4ccccc4C(C(=O)O)(c4ccccc43)C2C(=O)N1c1ccccc1C(F)(F)F (stereo not given)	-7%	-6%
N#Cc1cccc(CNCC(c2ccccc2)N2CCCC2)c1 (stereo not given)	3%	-1%
Cc1cccc(N2C(=O)C(CC(=O)Nc3ccccc3)N(C3CCCCC3)C2=O)c1 (stereo not given)	6%	11%
CCc1ccc(C(=O)NCc2ccc(N3CCN(C)CC3)nc2)o1	4%	9%
COc1ccc2cc(C(C)C(=O)NC3CCCCC3C)ccc2c1 (stereo not given)	-4%	-1%

The list itself, from the start:
SMILES	AID inh	UDG counterscr
O=C(COc1ccc2ccc(=O)oc2c1)Nc1ccc(F)c(F)c1F	-4%	-15%
COc1cc(NC(=O)c2cccc3c2C(=O)N(C2CCCCC2)C3)cc(OC)c1OC	?	-7%
Cc1ccccc1NS(=O)(=O)c1nnc(NC(=O)c2ccco2)s1	-20%	3%
Cc1ccccc1C(=O)NC1(C(F)(F)F)N=C(c2ccccc2)N(Cc2ccco2)C1=O (stereo not given)	7%	10%
CCc1c(C)sc(NC(=O)C(C)(C)C)c1C#N	8%	-1%
O=C(O)Cn1cc(C(C(=O)O)N2CCN(Cc3cccc(Cl)c3)CC2)c2ccc(F)cc21 (stereo not given)	-9%	-11%
CC(=O)c1ccc(OCC(=O)c2ccc3c(c2)OCO3)cc1	0%	-3%
CC(C)Cn1nc(C(=O)OCC(=O)NCC(F)(F)F)c2ccccc2c1=O	-2%	4%
COC(=O)c1ccc(/C=N/OCCOc2ccccc2Cl)cc1	-7%	-1%
O=S(=O)(c1ccc2nc(N3CCN(c4ccccc4F)CC3)ccc2c1)N1CCCCC1	4%	-7%[57.5 µM]
Cc1cccc(OCCN2CCC(CO)CC2)c1	2%	3%
O=C1CC(c2cccc(Cl)c2)c2cc(Br)c3ccccc3c2N1 (stereo not given)	4%	-8%
Cc1ccsc1/C=C(\C#N)C(=O)NC1CC1	8%	-3%
Cn1nc(C(=O)Nc2cc(-c3cccc(Cl)c3)no2)c2c1-c1ccccc1OC2	22%	-7%
COc1ccc(C)cc1NC(=O)C(=O)NCCc1csc2nc(-c3ccccc3F)nn12	17%	25%
Cc1ccc(-n2ncc3c(NCCCc4ccccc4)ncnc32)cc1	4%	19%
CCCCCn1cc2c(c1-c1ccc(Cl)cc1)c(=O)n(C)c(=O)n2C	-9%	-4%
CC1CCN(c2nc3ccc(C(=O)NC(C)C)cc3s2)CC1	-12%	-15%
COc1ccc(NC(=O)CSCc2cc(=O)c3cc(Cl)ccc3[nH]2)cc1	-5%	-3%[57.5 µM]
COc1cc(NC(=O)COc2coc(CN3CCSCC3)cc2=O)cc(OC)c1	1%	-2%
CC1=C(c2ccc(C)c(C)c2)S(=O)(=O)N=C1N1CCC(C(=O)NCc2ccc(N(C)C)cc2)CC1	20%	13%
O=C(COc1ccc(F)cc1)NC1CC(=O)N(c2ccc3c(c2)OCCO3)C1 (stereo not given)	23%	-9%
C[C@H](NC(=O)C(c1ccccc1)c1ccccc1)C(=O)O	6%	1%
O=C1C2C3c4ccccc4C(C(=O)O)(c4ccccc43)C2C(=O)N1c1ccccc1C(F)(F)F (stereo not given)	-7%	-6%
N#Cc1cccc(CNCC(c2ccccc2)N2CCCC2)c1 (stereo not given)	3%	-1%
Cc1cccc(N2C(=O)C(CC(=O)Nc3ccccc3)N(C3CCCCC3)C2=O)c1 (stereo not given)	6%	11%
CCc1ccc(C(=O)NCc2ccc(N3CCN(C)CC3)nc2)o1	4%	9%
COc1ccc2cc(C(C)C(=O)NC3CCCCC3C)ccc2c1 (stereo not given)	-4%	-1%
Cc1cc(Cl)ccc1OCC(=O)N(Cc1ccc(Cl)cc1)CC1CCCO1 (stereo not given)	-19%	-4%
Cc1cccc(NC(=O)c2cc3c(cc2C)OCCCO3)c1	-1%	5%
CC(=O)c1c(-c2ccc(C)cc2)nc2n(CCN3CCOCC3)c3ccccc3n12	-13%	4%
Cc1ccc(NC(=O)CCCN2C(=O)COc3ccc(C)cc32)c(Cl)c1	9%	-3%
O=C(Nc1cccc(CNCc2ccccn2)c1)c1cccc(F)c1	6%	0%
COc1ccc(CC(=O)N2N=C(c3ccccc3)CC2(O)C(F)(F)F)cc1 (stereo not given)	-5%	2%
Cc1cccc(N2CCN(c3c4c(nc5nncn35)CCC4)CC2)c1C	8%	-12%
COC(=O)c1ccc2c(c1)N(CC(=O)Nc1cccc(Cl)c1C)C(=O)c1ccccc1S2	0%	4%
CC(C)CNC(=S)Nc1cccc(Cl)c1	-4%	1%
Clc1cc(Cl)c(N/N=C/c2ccccc2Br)c(Cl)c1	-6%	-2%
COc1cc(OC)c(NC(=O)C(C)n2c(=O)cc(-c3ccccc3)c3c(C)nn(C)c32)cc1Cl (stereo not given)	?	-16%
O=C(Nc1ccc(F)c(Cl)c1)c1nn(Cc2ccccc2)c(=O)c2ccccc12	-6%	4%
CCc1c(C)sc(NC(=O)CCl)c1C#N	10%	11%
Cc1cccc(OCC(=O)Nc2ccc3c(c2)nc(CCn2nc(C)cc2C)n3C)c1	-10%	0%
CC(=O)Oc1ccc2c(=O)c(Oc3ccccc3Br)c(C)oc2c1	-7%	-1%
CC(Oc1ccc(F)cc1)C(=O)NCC1(N(C)C)CCCCC1 (stereo not given)	11%	-17%
CCOC(=O)c1ccc(NC(=O)CSc2ccc(-c3ccccn3)nn2)cc1	8%	0%
O=Cc1cccn1-c1ccc(Cl)c(Cl)c1	0%	6%
CCOC(=O)C(CC)n1nnc2sc(-c3ccccc3)cc2c1=O (stereo not given)	154%[activator]	20%
COc1ccccc1/C=C/c1nc(C#N)c(NC(C)c2ccccc2)o1 (stereo not given)	?	-11%[57.5 µM]
CCCc1cc2c(=O)c(-c3ccc4c(c3)OCCCO4)coc2cc1OS(C)(=O)=O	-5%	4%
O=C(/C=C/c1cccc(O)c1)c1cccs1	-7%	4%
C=CCNc1oc(COc2ccccc2OC)nc1C#N	0%	4%
Cc1cc(F)ccc1NC(=O)Cn1nc(N2CCN(c3ccccc3)CC2)ccc1=O	-15%	-8%[57.5 µM]
Cc1nnc(N2CCN(c3ccccc3F)CC2)c2c1nnn2Cc1ccccc1Cl	-3%&-2%	2%&-13%
COc1ccc(-c2coc3cc(OCC(=O)O)ccc3c2=O)cc1OC	5%	0%
CCc1ccc(NC(=O)CN2C(=O)C(c3ccc(C)cc3)=NC23CCCCC3)cc1	?	-20%
CCCCCCCCCSCc1ccc(C(=O)O)o1	?	-1%
CC(=O)N1CCCc2cc(S(=O)(=O)N3CCN(c4ccccc4F)CC3)ccc21	?	-10%
COc1ccccc1NC(=O)c1oc2ccccc2c1NC(=O)c1ccccc1C(F)(F)F	14%	-6%
Cc1ccc(C(=O)NC(c2nnc(SCC(=O)c3ccccc3)n2C)C(C)C)cc1 (stereo not given)	-2%	-2%
Cn1nnc2c(NCc3ccc(Cl)cc3)ncnc21	7%	12%
More results
SMILES	AID inh	UDG counterscr
C[N+](C)(C#CCc1ccccc1)C/C(Cl)=C(\Cl)c1ccccc1	-16%	-9%
Cc1ccc(C(C)NC(=O)Cc2c(C)[nH]c3ccccc23)o1 (stereo not given)	11%	11%
Cc1nc2ccn(Cc3ccccc3)c(=O)c2cc1C(=O)N1CCN(c2ccc(F)cc2)CC1	-21%	2%
CCOC(=O)/C(C#N)=C/c1ccc(OC)c(COCC(F)(F)C(F)F)c1	-5%	1%
O=C(Nc1cc(Cl)cc(Cl)c1)c1ccc(F)c(S(=O)(=O)N2CCc3ccccc32)c1	-7%	-10%
COC(=O)/C(=C\c1ccc(OC(F)(F)F)cc1)NC(=O)c1ccccc1	-2%	2%
CC(C)c1ccc(C(C)NC(=O)c2cccc(N(C)C)c2)cc1 (stereo not given)	-7%	-9%
CCS(=O)(=O)NCCC(c1ccccc1)c1ccccc1	-16%	-10%
O=S(=O)(NCC(c1ccco1)N1CCN(c2ccc(F)cc2)CC1)c1cc(F)ccc1F (stereo not given)	18%	1%[57.5 µM]
COCCNC(=O)CSc1nc2cc3c(cc2c(=O)n1CCCCCC(=O)NCc1ccc(OC)cc1)OCO3	6%	3%
CC(C)n1ncc2c(C(=O)Nc3ccccc3)c3c(nc21)CCC3	-13%	-13%
Cc1ccc(NC(=O)Cn2c(=O)n(Cc3ccco3)c(=O)c3sc4ccccc4c32)c(C)c1	11%	3%
CCCOc1ccccc1C1C(C(=O)Nc2ccccc2)=C(C)Nc2nnnn21 (stereo not given)	?	-17%[57.5 µM]
COc1ccc(NC(=O)Cn2cc(S(=O)(=O)N3CCC(C)CC3)c3ccccc3c2=O)cc1Cl	?	?
CN(C)C(=O)C1CCC(C)(C(=O)O)C1(C)CI (stereo not given)	-1%	-13%
CC1CCc2nc(NC(=O)Cc3ccc(Cl)cc3)sc2C1 (stereo not given)	0%[57.5 µM]	-13%[57.5 µM]
COc1cc(NC(=O)CSc2nc3nc(C)c(Cc4ccccc4)c(C)n3n2)cc(OC)c1OC	?	-13%
CNC(=S)NNC(=O)c1ccccc1C	12%	13%
Oc1ccc(Cl)cc1C=Nc1cc(C(F)(F)F)ccc1Oc1ccccc1	-8%	4%
Cc1cccc(NC(=O)c2cc3c(s2)CCC3)c1C	6%	11%
CS(=O)(=O)Oc1ccc2c(=O)c(-c3ccc(Cl)cc3)coc2c1	-4%	-2%
CCN1C(=O)C=CC1=O	-5%	0%
Cc1ccc2occ(CC(=O)N(Cc3ccc(N(C)C)cc3)C3CCS(=O)(=O)C3)c2c1 (stereo not given)	-16%	9%
Cc1c(OS(C)(=O)=O)ccc2c3c(c(=O)oc12)CCCC3	-4%	3%
COc1cccc(CNCC(O)COc2ccc(C(C)=O)cc2OC)c1 (stereo not given)	3%	0%
CN(C(=O)c1ccc2ncsc2c1)C1CCCCC1	8%	-2%
CS(=O)(=O)c1ccccc1-c1nnc(NC(=O)c2ccc3c(c2)OCCO3)o1	3%	-11%
O=C(c1ccn(COc2ccccc2)n1)N1CCN(Cc2ccc(Cl)c(Cl)c2)CC1	-10%	-11%
CC(C)N(c1ccccc1)c1ccc(NC(=O)c2cc(=O)c3ccccc3o2)cc1	-22%	-17%
COc1ccccc1C(=O)NCC(c1cccnc1)N1CCc2ccccc2C1 (stereo not given)	?	2%
NS(=O)(=O)c1ccc(Nc2ccc([N+](=O)[O-])cc2[N+](=O)[O-])cc1	-21%	-3%
